beta cell repl – inducers of MIN6 beta-cell proliferation, primary screen, ATP luminescence, uHTS. actives 0.29% (n = 330,000). proliferation, % at 10 µM. MIN6 cells proliferation, ATPlite luminescence, 48 h; cells starved in 0.2% serum; 100% = growth in 10% serum. AID 2380, 2010;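 active = compounds whose signal lies at least 3.5 SD above the mean of all wells on their plate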;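 note: 0% = DMSO-treated cells in low-serum medium and 100% = 10% serum control; some compounds called inactive have numbers as strong as hits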
hIAP inh – human IAP inhibitors, primary screen, biochemical, luminescence, uHTS; Intestinal-type alkaline phosphatase (Homo sapiens), P09923; actives 0.12% (n = 330,000); purified IAP, CDP-Star luminescence, 30 min; AID 2544, 2010; inhibition, % at 10 µM;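 active = inhibition reaching a set limit with compound at 10 µM in the primary screen, cut at about 35% in these data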;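 note: plate controls were DMSO wells with enzyme for no effect and no-enzyme buffer wells for full effect; values of inactives mirror those of a sister screen read the other way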
hIAP act – human IAP activators, primary screen, biochemical, luminescence, uHTS; purified human IAP, CDP-Star luminescence, 30 min; hits give high values; 1 = vehicle-only enzyme, 0 = enzyme-free background; AID 2524, 2010; activation factor at 10 µM; actives 0.16% (n = 330,000);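 active = activation factor of the enzyme at least 2-fold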; note: the source names both 10 and 20 µM as test concentration; values of inactives mirror those of a sister screen read the other way
mIAP activ – activators of mouse IAP, primary screen, biochemical, luminescence, uHTS; muIAP, CDP-Star luminescence, 30 min; hits give high values; 1 = vehicle-only enzyme signal, 0 = enzyme-free wells; activation factor at 10 µM; actives 0.24% (n = 330,000);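 active = activation factor of at least 2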; note: the source names both 10 and 20 µM as test concentration; values of inactives mirror those of a sister screen read the other way
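System: Mouse IAP enzyme | Also added: CDP-Star substrate | Dosing: Compounds dispensed in DMSO | Schedule: 30 min enzyme-substrate-compound incubation at room temperature | Technique: Chemiluminescence readout | Control set: DMSO-only wells and no-enzyme negative control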
APOBEC3G inh – APOBEC3G DNA deaminase inhibitors, primary screen, biochemical, fluorescence, single-stranded DNA substrate, uHTS | AID 493012, 2011 | inhibition, % at 20 µM | recombinant A3G, ssDNA deamination FAM/TAMRA fluorescence | actives 0.28% (n = 330,000);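 active = inhibition of at least 40% at 20 µM, with no more than 30% in the related APOBEC3A deaminase screen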;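 note: plate controls were DMSO wells with A3G for no effect and wells lacking A3G enzyme for full effect; some compounds called inactive have numbers as strong as hits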
Target sequence (Q9HC16 whole entry, looked up): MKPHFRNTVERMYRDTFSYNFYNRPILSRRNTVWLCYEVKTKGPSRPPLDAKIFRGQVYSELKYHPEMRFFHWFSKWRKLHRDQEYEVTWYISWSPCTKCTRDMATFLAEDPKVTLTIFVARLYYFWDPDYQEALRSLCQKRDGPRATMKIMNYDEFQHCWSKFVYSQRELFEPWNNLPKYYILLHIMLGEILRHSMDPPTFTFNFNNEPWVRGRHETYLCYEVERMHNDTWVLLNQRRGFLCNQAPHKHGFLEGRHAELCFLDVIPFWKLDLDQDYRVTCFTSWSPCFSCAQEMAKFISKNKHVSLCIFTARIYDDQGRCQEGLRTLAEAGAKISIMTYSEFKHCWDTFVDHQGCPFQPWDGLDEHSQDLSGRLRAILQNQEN
mIAP block – inhibitors of mouse IAP, primary screen, biochemical, luminescence, uHTS. intestinal alkaline phosphatase [Mus musculus]. AID 2806, 2010. purified mouse IAP, CDP-Star luminescence, 30 min. inhibition, % at 10 µM. actives 0.2% (n = 330,000);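 active = inhibition of at least 40% at 10 µM in the primary screen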;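 note: plate controls were DMSO with enzyme for no effect and no enzyme wells for full effect; values of inactives mirror those of a sister screen read the other way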
A3A deaminase – APOBEC3A ssDNA deaminase inhibitors, primary screen, selectivity assay for APOBEC3G inhibitor project, biochemical, FAM/TAMRA oligo cleavage fluorescence; DNA dC->dU-editing enzyme APOBEC-3A (Homo sapiens), P31941; actives 0.41% (n = 330,000); inhibition, % at 20 µM; recombinant A3A, FAM/TAMRA ssDNA deamination fluorescence;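 active = at least 40% inhibition at 20 µM here, with at most 30% in a related deaminase screen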;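 note: plate controls were A3A with DMSO for no effect and wells lacking A3A enzyme for full effect; some results filed as inactive read as strong as hits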
Target sequence (P31941 whole entry, looked up): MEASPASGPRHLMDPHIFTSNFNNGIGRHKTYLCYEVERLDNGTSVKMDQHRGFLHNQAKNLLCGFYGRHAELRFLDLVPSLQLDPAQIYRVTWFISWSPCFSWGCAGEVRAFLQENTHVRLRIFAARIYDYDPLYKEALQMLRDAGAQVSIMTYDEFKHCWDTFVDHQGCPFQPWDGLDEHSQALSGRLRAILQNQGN
MPTP inh – mitochondrial permeability transition pore inhibitors, primary screen, biochemical, isolated mouse mitochondria, absorbance. inhibition, % at 10 µM. actives 1.4% (n = 360,000). Ca2+ swelling absorbance, 30 min;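 active = inhibition of 50% or more, scaled per plate between neutral and stimulator controls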;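 note: 0% = DMSO wells given calcium and 100% = 1 mM EGTA wells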
ATG4B inhibitor – ATG4B protease inhibitors, primary screen, biochemical, fluorescence, uHTS | Cysteine protease ATG4B (Homo sapiens), Q9Y4P1 | ATG4B cleavage of LC3-PLA2, NBD-HPC fluorescence, 1 h | inhibition, % at 8.33 µM | actives 0.51% (n = 340,000) | AID 504462, 2011; in the data active = inhibition above about 40%
Target sequence (Q9Y4P1 whole entry, looked up): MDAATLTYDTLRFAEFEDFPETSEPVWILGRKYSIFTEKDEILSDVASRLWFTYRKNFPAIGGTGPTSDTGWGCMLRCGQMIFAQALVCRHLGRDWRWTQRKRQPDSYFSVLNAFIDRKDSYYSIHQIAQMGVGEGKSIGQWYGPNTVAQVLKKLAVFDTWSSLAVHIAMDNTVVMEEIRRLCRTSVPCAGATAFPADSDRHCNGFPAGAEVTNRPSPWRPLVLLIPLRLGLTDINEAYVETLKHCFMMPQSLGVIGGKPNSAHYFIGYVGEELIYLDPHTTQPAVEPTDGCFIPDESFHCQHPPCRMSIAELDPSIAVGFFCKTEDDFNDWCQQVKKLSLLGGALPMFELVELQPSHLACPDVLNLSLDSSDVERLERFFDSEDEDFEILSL
An asterisk follows results filed as active; . = no result given.

SMILES	beta cell repl	hIAP inh	hIAP act	mIAP activ	APOBEC3G inh	mIAP block	A3A deaminase	MPTP inh	ATG4B inhibitor
CCOCCCNC(=O)c1ccccc1Br	2	15	0.85	0.9	-3	10	0	-1.3	-11
CCN(CC)S(=O)(=O)c1ccc(OC)c(NC(=O)CSc2ccccc2)c1	0	11	0.89	0.94	-2	6	-1	-3.7	-19
CCCCCCCC(=O)NC(Nc1ccccc1OC)C(Cl)(Cl)Cl (configuration not stated)	-1	1	0.99	1.3	0	-30	1	39	-15
CCOc1cc(C#N)ccc1OCC(=O)N1CCN(C(=O)c2cccs2)CC1	3	10	0.91	0.97	-10	3	-1	-1.3	-10
CCOC(=O)c1ccc(NS(=O)C23CC4CC(CC(C4)C2)C3)cc1 (configuration not stated)	-4	-3	1	1	9	-2	-3	0.8	-4
COc1ccc(N2CCc3c(C)nc(SC)nc32)cc1	1	-9	1.1	1.1	2	-10	0	-3.8	-2
CC(OC(=O)c1ccc(C#N)cc1)C(=O)Nc1ccc(Cl)cn1 (configuration not stated)	-1	13	0.87	0.99	-10	1	-2	0.6	-5
Cc1ccc(C(=O)CCCn2nnc(-c3cccnc3)n2)cc1C	-4	-13	1.1	0.94	-4	6	-4	-0.9	4
O=C(COc1ccc(F)cc1)N1CCC(Cc2ccccc2)CC1	0	10	0.91	0.92	-5	8	2	-0.1	-5
COc1ccc(/C=N/NC(=O)c2nc(-c3ccccc3)cc(-c3ccccc3)n2)cc1O	-4	14	0.86	0.87	-11	13	-2	-1.8	17
Cn1c(=O)c2c(ncn2CCc2ccccc2)n(C)c1=O	-2	12	0.88	0.95	-5	5	-3	-0.6	-4
O=C(Nc1ccc(N2CCCC2)cc1)c1cc([N+](=O)[O-])ccc1N1CCOCC1	1	2	0.98	0.89	-1	11	-2	0.6	4
Cc1ccc(/C(O)=C2/C(=O)C(=O)N(CCN3CCOCC3)C2c2cccnc2)cc1 (configuration not stated)	0	-3	1	1	-5	-1	-4	-0.2	1
O=C(CCNC(=O)OCc1ccccc1)NC1CCCCCC1	-1	-1	1	1	-7	-3	-4	-0.8	-2
O=C(CN1CCC(C(=O)c2ccc(F)cc2)CC1)NCc1ccccc1F	-2	11	0.89	0.98	-9	2	5	0.2	0
COc1ccc(OCC(=O)NC2CCSc3ccccc32)cc1 (configuration not stated)	-1	-19	1.2	1.1	-9	-6	-3	-0.2	0
C[C@@H](C(=O)NCCc1c[nH]c2ccccc12)[C@H]1C[C@]1(C)[C@H](NC(=O)OCc1ccccc1)c1ccccc1	-6	2	0.97	1.3	-7	-30	-3	0.0	7
CCOC(=O)/C(C#N)=N/Nc1ccccc1C(=O)O	0	-1	1	1	1	-4	2	-0.2	2
CN(C(=O)OCc1ccccc1)C(CC(N)=O)C(=O)O (configuration not stated)	0	8	0.92	0.9	-6	10	0	-1.8	-3
CCN(CC)C(=O)c1ccc(-c2nnc(Nc3ccc(O)cc3)c3ccccc23)cc1	-4	2	0.98	0.89	-5	11	-8	5.1	0
N#C[C@@H]1[C@@H]2C(=O)N(c3ccc4c(c3)OCCO4)C(=O)[C@@H]2C2c3ccccc3C=CN21 (some centres not stated)	1	15	0.85	0.94	12	6	-1	.	.
COc1ccc(CCN2CC(C(=O)NCCc3cccc(F)c3)CCC2=O)cc1 (configuration not stated)	-5	-12	1.1	1.1	-5	-8	-1	-1.0	-4
Cc1cccc(CC(=O)Nc2sc(C(C)C)cc2C(=O)N2CCOCC2)c1	-1	-18	1.2	1	-5	-3	-4	0.9	0
CCCCn1c(=O)[nH]c(=O)c2c1nc(-c1cc(Br)c(OCC)c(OC)c1)n2C	0	0	1	0.92	-12	8	-2	-1.5	4
O=C(CSC1=NC(=O)C(Cc2ccccc2)C(=O)N1)NC1CCCCC1 (configuration not stated)	0	1	0.99	1	-7	0	-1	0.4	-9

Overlap with the part before: two entries, followed by the next part.
SMILES	beta cell repl	hIAP inh	hIAP act	mIAP activ	APOBEC3G inh	mIAP block	A3A deaminase	MPTP inh	ATG4B inhibitor
CCCCn1c(=O)[nH]c(=O)c2c1nc(-c1cc(Br)c(OCC)c(OC)c1)n2C	0	0	1	0.92	-12	8	-2	-1.5	4
O=C(CSC1=NC(=O)C(Cc2ccccc2)C(=O)N1)NC1CCCCC1 (configuration not stated)	0	1	0.99	1	-7	0	-1	0.4	-9
O=C(O)CSCC(=O)N1CCN(c2nc3cc(Cl)ccc3s2)CC1	-2	-3	1	0.92	-8	8	-1	1.2	-12
CCCCN=c1scc(-c2ccc3c(c2)NC(=O)CO3)n1N=C1CCCC1	-5	2	0.98	1	-5	-1	-3	5.5	0
Cc1ccc(-n2nnnc2CNC(=O)c2ccc3c(c2)OCO3)cc1C	5	8	0.92	1	-5	-2	-5	-2.5	-8
COCCCNC(=S)NNC(=O)C(O)(c1ccccc1)c1ccccc1	-2	-82	1.8	0.74	-3	26	2	0.3	-8
O=C(CSc1ccccc1)Nc1ccc(NC(=O)c2ccco2)cc1	-1	0	1	1.1	0	-8	2	0.6	10
COc1ccc(-c2nnc(SCC(=O)NNC(=O)Cc3ccccc3)n2C)cc1OC	0	-49	1.5	0.9	-1	10	-1	-0.5	-3
COc1ccc(C(C)(C)C)cc1NC(=O)COC(=O)CN1C(=O)NC2(CCCCC2C)C1=O (configuration not stated)	-2	-1	1	1	-4	-4	-3	-1.0	-8
CC(Oc1ccccc1)C(=O)N1CCC2(CC1)CC(=O)c1ccccc1O2 (configuration not stated)	-1	-2	1	1.1	0	-6	0	-0.2	-9
COc1ccccc1NC(=O)CN(Cc1ccco1)C(=O)c1cc2ccccc2o1	1	5	0.95	0.88	14	12	8	-2.5	.
CCOC(=O)C(C)Sc1nnc(Cc2cc(=O)[nH]c(=O)[nH]2)n1-c1ccc(OCC)cc1 (configuration not stated)	5	-1	1	1	-7	0	-2	-0.9	-4
Cc1ccc(CSc2ncn(-c3ccccc3)n2)cc1	-3	24	0.76	0.9	10	10	41*	2.3	-5
COc1ccc(O)c(C(=O)c2cnn(C(=O)c3cccc(S(=O)(=O)N(C)C)c3)c2)c1	-1	-6	1.1	0.94	-3	6	1	0.2	-9
O=C(CSc1nnc(CNC(=O)c2ccccc2)o1)c1ccccc1	-1	-13	1.1	0.95	0	5	1	-0.3	6
CCc1ccc(NC(=O)CSc2nc3ncc(Br)cc3[nH]2)cc1	1	-79	1.8	0.93	-1	7	1	54*	-3
O=[N+]([O-])c1ccc2c(c1)nc1n2CCN(C2CCCCC2)C1	-4	1	0.99	1.1	3	-10	1	-4.9	-11
CCOCCCNS(=O)(=O)c1ccc(Br)cc1	-2	3	0.97	0.94	-2	6	-2	-0.8	-5
CCc1cccc2c(=O)c(C(=O)N3CCOCC3)c[nH]c12	-1	5	0.95	1.1	-2	-13	2	1.0	-11
CCCn1c(=S)[nH]c2cc(OC)c(OC)cc2c1=O	0	-36	1.4	1.1	-1	-10	0	-1.3	5
O=C(CNS(=O)(=O)c1ccccc1)Nc1ccc(F)cc1F	2	-13	1.1	0.86	-7	14	-3	-1.4	3
O=c1c(N2CCOCC2)coc2ccccc12	1	-6	1.1	0.94	-4	6	1	-1.9	0
COc1ccc(N(Cc2ccccc2)C(=O)OC(C)(C)C)c(C(=O)N(C)OC)c1	1	-15	1.2	1.1	2	-7	-1	-0.7	.
CC(C)c1ccc(NC(=O)N2CCOCC2)cc1	-2	-8	1.1	1.1	-8	-13	-6	0.6	-8
CCOC(=O)Cc1nnc(NC(=O)C2CCCCC2)s1	-2	-21	1.2	0.99	-6	1	0	0.5	-10
Cc1ccc(-c2nnn(CC(=O)N(CC3CCCO3)C(C(=O)NC3CCCC3)c3ccc(F)cc3)n2)o1 (configuration not stated)	-3	-4	1	1.1	-5	-10	-2	-1.8	-4
O=C(NC1CCCCCC1)c1ccc(Br)o1	-2	15	0.85	1	-9	-1	-1	-1.4	-1

The list continues.
SMILES	beta cell repl	hIAP inh	hIAP act	mIAP activ	APOBEC3G inh	mIAP block	A3A deaminase	MPTP inh	ATG4B inhibitor
O=C(c1cc(COc2ccc(F)cc2F)on1)N1CCOCC1	1	-12	1.1	0.98	-1	2	-3	-0.5	6
CSc1nc(NCCCN(C)C)c2c3c(sc2n1)CN(C)CC3	-3	-7	1.1	1.1	1	-10	36	.	.
CCCC1(CCC)NC(=O)NC1=O	-1	-31	1.3	0.92	-7	8	3	-3.1	-7
CC(=O)NC1CCCc2c1cnn2-c1ccc(C(C)(C)C)cc1 (configuration not stated)	0	4	0.96	0.98	-4	2	-3	0.2	-14
Cc1cc(NC(=O)C2CCCCC2)ccc1NC(=O)c1ccccc1Cl	0	-1	1	0.99	-3	1	21	0.5	4
O=C(CSc1ccccc1)NCC1(N2CCCCC2)CCCCC1	6	4	0.96	1.1	-3	-6	3	-1.1	4
Cc1ccc2nc(-c3ccccc3)cc(C(=O)N3CC(C)OC(C)C3)c2c1 (configuration not stated)	-2	10	0.9	0.98	-6	2	-3	0.1	2
CC(C)(C)NC(=S)NNC(=O)c1cccc(Br)c1	-3	-41	1.4	1.1	-4	-12	1	6.4	-1
Cc1ccccc1-n1c(Cc2cccs2)n[nH]c1=S	0	-9	1.1	0.89	28	11	-3	-0.5	-3

Structural class: the compounds so far with an aryl thioether with sulfur outside any ring
SMILES	beta cell repl	hIAP inh	hIAP act	mIAP activ	APOBEC3G inh	mIAP block	A3A deaminase	MPTP inh	ATG4B inhibitor
CCN(CC)S(=O)(=O)c1ccc(OC)c(NC(=O)CSc2ccccc2)c1	0	11	0.89	0.94	-2	6	-1	-3.7	-19
COc1ccc(N2CCc3c(C)nc(SC)nc32)cc1	1	-9	1.1	1.1	2	-10	0	-3.8	-2
O=C(CSc1ccccc1)Nc1ccc(NC(=O)c2ccco2)cc1	-1	0	1	1.1	0	-8	2	0.6	10
COc1ccc(-c2nnc(SCC(=O)NNC(=O)Cc3ccccc3)n2C)cc1OC	0	-49	1.5	0.9	-1	10	-1	-0.5	-3
CCOC(=O)C(C)Sc1nnc(Cc2cc(=O)[nH]c(=O)[nH]2)n1-c1ccc(OCC)cc1 (configuration not stated)	5	-1	1	1	-7	0	-2	-0.9	-4
Cc1ccc(CSc2ncn(-c3ccccc3)n2)cc1	-3	24	0.76	0.9	10	10	41*	2.3	-5
O=C(CSc1nnc(CNC(=O)c2ccccc2)o1)c1ccccc1	-1	-13	1.1	0.95	0	5	1	-0.3	6
CCc1ccc(NC(=O)CSc2nc3ncc(Br)cc3[nH]2)cc1	1	-79	1.8	0.93	-1	7	1	54*	-3
CSc1nc(NCCCN(C)C)c2c3c(sc2n1)CN(C)CC3	-3	-7	1.1	1.1	1	-10	36	.	.
O=C(CSc1ccccc1)NCC1(N2CCCCC2)CCCCC1	6	4	0.96	1.1	-3	-6	3	-1.1	4

Compound activity as filed in PubChem BioAssay.

An unsorted share of the library; any-hit rate near 3.3%.
